Abeta yeast res = A-beta toxicity reversal in yeast | Potency, µM (series often up to 46.1 µM), without a hit: top-dose growth rescue, actives largely listed as activators | 410,000 tested, 0.063% active | AID 1347071 | yeast expressing A-beta42, growth rescue, OD600, 48 h; response scale: 0% DMSO, 100% iron-clioquinol control; also: potency is read from the fitted curve at half-maximal effect; nearly all actives have a fitted effect of over 55% in size
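Yeast A-beta toxicity model in growth medium with pinned compounds, 48 h at 30 C; growth read as absorbance at 600 nm. Normalized to FeCl3/clioquinol equimolar mix (positive) and DMSO (negative).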
PI5P4Ka inh = blocks human PI5P4K alpha kinase activity | PI5P4Kalpha enzyme, ADP-Glo luminescence, 60 min; active compounds read low | max response, % | 330,000 tested, 1.2% active; active = max response of -50% or lower; inconclusive = between -30% and -50%; inactive = -30% or higher; also: value at the top dose of about 77 µM; % is scaled to controls: 0 for no effect and ±100 for the full control effect
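Controls without substrate or without enzyme flank wells where PI5P4Kalpha converts substrate using 5 microM ATP (final). Incubation lasts 60 minutes at room temperature; ADP formed is read by ADP-Glo luminescence.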
FUS yeast rescue = FUS proteinopathy suppression in yeast; S. cerevisiae FUS-expressing, growth rescue, OD600, 24 h; Potency, µM (highest dose often 76.6 µM), for the others: at the top dose growth rescue (activation), most hits filed as activators; 390,000 tested, 0.24% active; AID 1347120;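 also: potency is read from the fitted curve at half-maximal effect; plate controls were DMSO vehicle for no effect and reference control for full effect; nearly all actives have a fitted effect of over 55% in size; some results filed as inactive show a strong effect at the top dose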
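FUS-expressing yeast, raffinose-pregrown, induced in 2% galactose minimal medium at OD 0.005; compounds in a dilution series, 24hr at 30C. Growth restoration read as absorbance at 600 nm. CP55940 positive control, DMSO negative.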
EPAC1 agonist = agonists of human EPAC1; EPAC1 agonist qHTS, biochemical assay; response scale: 100% = response to 6.5 mM cAMP; Potency, µM (doses to about 154 µM), for the others: top-dose activation, hits mostly activators; 360,000 tested, 0.073% active; also: potency is read from the fitted curve at half-maximal effect; nearly all actives have a fitted effect of over 60% in size
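Nucleotide exchange assay: 100 nM EPAC1 with 250 nM Rap1B loaded with BODIPY-GDP and 50 uM GDP, room temperature. Fluorescence (480/540 nm) read every 5 min for 30 min; signal change normalized to 6.5 mM cAMP as full agonist.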
IL-2 act = IL-2 activation. IL-2 activation reporter assay, cell-based qHTS; stimulated with anti-CD3/CD4/CD28 beads; in transgenic mouse T cells. 360,000 tested, 0.065% active. activation, % (series mostly up to about 46 µM); in the data active = activation above about 50%; inconclusive = mostly about 30% to 49%; also: 0% is about no effect
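Unstimulated transgenic mouse T cells preincubated 60 min with compound, then stimulated with anti-CD3/anti-CD4-coated beads plus anti-CD28 for 18 h at 37 degrees C. IL-2 response read as EGFP and DsRed fluorescence by plate cytometry.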
PLK1 PBD inh = PLK1 (human) polo-box domain binding inhibition; 360,000 tested, 2.8% active; P53350; Potency, µM, inactives show max response, negative = inhibition, usual class: inhibitors; Plk1 PBD binding of FITC phosphopeptide, fluorescence polarization; also: potency is read from the fitted curve at half-maximal effect; series mostly up to about 57 µM; % is scaled to controls: 0 for no effect and ±100 for the full control effect; nearly all actives have a fitted effect of over 65% in size
WRN inhibitor = inhibitors of human WRN helicase. Potency, µM (top dose mostly 114 µM), for the others: at the highest dose activity change, negative = inhibition, hits mostly inhibitors. 360,000 tested, 0.46% active. WRN helicase unwinding, fluorescent forked duplex, kinetic. AID 651768; also: potency is read from the fitted curve at half-maximal effect; % is scaled to controls: 0 for no effect and ±100 for the full control effect; nearly all actives have a fitted effect of over 55% in size
Target sequence (Q14191 whole entry, looked up): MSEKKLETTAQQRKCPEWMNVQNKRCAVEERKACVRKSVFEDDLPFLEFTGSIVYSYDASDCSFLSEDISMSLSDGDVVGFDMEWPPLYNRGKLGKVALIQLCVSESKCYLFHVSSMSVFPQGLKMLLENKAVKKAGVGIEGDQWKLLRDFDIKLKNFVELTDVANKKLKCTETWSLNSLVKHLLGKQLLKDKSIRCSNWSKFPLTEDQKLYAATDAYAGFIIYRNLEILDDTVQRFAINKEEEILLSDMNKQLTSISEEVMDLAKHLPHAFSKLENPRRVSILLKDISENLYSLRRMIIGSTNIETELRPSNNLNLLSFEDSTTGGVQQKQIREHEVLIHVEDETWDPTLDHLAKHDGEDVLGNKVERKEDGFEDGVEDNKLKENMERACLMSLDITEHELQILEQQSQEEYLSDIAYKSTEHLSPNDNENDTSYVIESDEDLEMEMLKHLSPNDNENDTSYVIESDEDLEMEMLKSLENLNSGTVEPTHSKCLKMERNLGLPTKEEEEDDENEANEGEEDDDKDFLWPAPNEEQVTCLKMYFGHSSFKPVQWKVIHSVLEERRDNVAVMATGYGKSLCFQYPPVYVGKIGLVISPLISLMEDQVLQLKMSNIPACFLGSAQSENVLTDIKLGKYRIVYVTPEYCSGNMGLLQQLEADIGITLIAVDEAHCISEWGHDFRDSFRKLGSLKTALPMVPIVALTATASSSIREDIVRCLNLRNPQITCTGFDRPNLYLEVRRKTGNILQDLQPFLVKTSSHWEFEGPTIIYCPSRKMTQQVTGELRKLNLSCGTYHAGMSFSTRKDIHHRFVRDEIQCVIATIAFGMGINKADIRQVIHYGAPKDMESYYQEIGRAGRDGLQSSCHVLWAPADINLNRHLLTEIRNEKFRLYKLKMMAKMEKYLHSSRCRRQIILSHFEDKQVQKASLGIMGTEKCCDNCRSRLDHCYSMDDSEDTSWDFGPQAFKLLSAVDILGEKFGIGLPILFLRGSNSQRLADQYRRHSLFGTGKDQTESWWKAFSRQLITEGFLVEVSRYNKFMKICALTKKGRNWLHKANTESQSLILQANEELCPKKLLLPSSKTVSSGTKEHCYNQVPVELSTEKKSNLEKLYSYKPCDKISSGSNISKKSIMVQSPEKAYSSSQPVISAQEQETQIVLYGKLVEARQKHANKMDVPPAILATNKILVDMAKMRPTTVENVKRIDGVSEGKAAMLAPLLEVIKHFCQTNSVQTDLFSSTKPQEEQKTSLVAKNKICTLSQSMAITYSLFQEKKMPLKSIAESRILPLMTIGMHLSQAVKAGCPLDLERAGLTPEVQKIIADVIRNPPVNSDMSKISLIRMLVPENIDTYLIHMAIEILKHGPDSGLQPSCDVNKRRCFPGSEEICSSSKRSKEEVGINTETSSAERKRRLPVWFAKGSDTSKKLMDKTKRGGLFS
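Fluorescence dequenching readout, ex 525 nm/em 598 nm, kinetic mode: forked duplex DNA (100 nM final) with adjacent fluorophore and quencher unwound by WRN (20 nM final) with 2 mM ATP. Compound preincubation 15 min, room temperature.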
EPAC1 antagonist = antagonists of human EPAC1; Potency, µM (top dose mostly 115 µM), without a hit: at the highest dose activity change, negative = inhibition, most hits filed as inhibitors; EPAC1 GEF assay, Rap1b-BODIPY-GDP exchange fluorescence; AID 720709; 360,000 tested, 0.14% active; O95398;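 also: potency is read from the fitted curve at half-maximal effect; plate controls were vehicle for no effect and positive control for full effect; nearly all actives have a fitted effect of over 50% in size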
Active calls of the source: *; ? = inconclusive; . = no result given; & = joins results of further samples; [ ] = dose if it differs, or a comment. Unless noted, calls follow the shape of the dose curve; as a rule, active = well fitted curve in the direction sought with a large enough effect; inconclusive = small, poorly fitted or top-dose-only effect, or another doubt; inactive = no such curve, though single readings can be large; an effect the other way counts as inactive or inconclusive.

SMILES	Abeta yeast res	PI5P4Ka inh	FUS yeast rescue	EPAC1 agonist	IL-2 act	PLK1 PBD inh	WRN inhibitor	EPAC1 antagonist
COc1cccc(CNC(=O)C2CCN(S(=O)(=O)N3CCCC3)CC2)c1	12%	.	-4%	-3%	-2.7	0%	3%	13%
COc1ccc(N2CC(NS(=O)(=O)c3ccc(F)cc3)CC2=O)cc1 (stereo not given)	-5%	1	5%	0%	-1.1	1%	5%	-7%
CC(C)NC(=O)C1(C)CN(S(C)(=O)=O)CC(=O)N1CCc1ccc(O)cc1 (stereo not given)	2%	-2	13%	2%	0.6	4%	2%	5%
CCOC(=O)N1CCN(C(=O)CCc2cc(OC)c(OC)c(OC)c2)CC1	-3%	2	17%	-2%	-1.8	-7%	-27%	11%
COC(=O)c1cccc(NC(=O)CSc2nc3cccnc3n2C)c1	3%	-1	7%	-2%	0.5	-6%	2%	-2%
O=C(NCCN1CCNC1=O)C1CCC(=O)N(Cc2cccc(C(F)(F)F)c2)C1 (stereo not given)	13%	6	-5%	-7%	3.8	-18%	-4%[57.1 µM]	-6%
O=C(NCCCn1ccnc1)c1cccc(Br)c1	-2%	2	28%	6%	1.5	-6%	-7%	3%
Oc1ccccc1C=NCCN=Cc1ccccc1O	2%	-8	11%	4%	1.4	-11%	-4%	-21%
C/C(N)=C(/C#N)C(=O)CSc1nnc(COc2cc(C)ccc2C)o1	1%	.	2%	-1%	-1.4	-3%	-4%	8%
CC(OC(=O)c1cccc(S(=O)(=O)N(C)C)c1)C(=O)NCC(=O)Nc1ccc(F)c(F)c1F (stereo not given)	-11%	2	.	-2%	-1.0	-7%	4%	-17%
COc1ccc(OCCOc2ccc(C)nc2[N+](=O)[O-])cc1	10%	0	.	2%	-2.6	-5%	2%	3%
COc1ccc2[nH]cc(C3N4CC5(C)CN3CC(C)(C4)C5=O)c2c1 (stereo not given)	0%	.	-11%	10%	-1.9	-8%	-7%	-7%
COC(=O)/C=C/c1cc(F)ccc1S(=O)(=O)NC(C)(C)C	-20%	0	4%	-6%	-0.7	3%	2%	7%
COc1ccc(C2CC(c3ccccc3)=NN2c2ccc(S(N)(=O)=O)cc2)cc1OC (stereo not given)	7%	-1	36%	23%	-3.2	-1%	-1%	-13%
C/C=C/Cn1c(N2CCCCCC2)nc2c1c(=O)[nH]c(=O)n2C	13%	14	-10%	5%	0.5	-4%	2%	-13%
Cc1sc(NC(=O)C2CCCO2)c(C#N)c1C (stereo not given)	-23%	.	65%	7%	-1.6	?	-5%[57.1 µM]	-4%
CN(C)C(=O)c1cccc(-c2cc(NC=O)c3ncc(-c4ccc(F)cc4)n3c2)c1	-17%	-30	9%	-5%	-0.8	-17%	-17%[57.1 µM]	9%
CCc1ccc2oc(-c3cccc(NC(=O)c4cccnc4)c3)nc2c1	16%	27	?	0%	0.9	-1%	-5%	-9%
CCCCC(=O)N(C)c1c(CC)nc2c(OCC(=O)N3CCOCC3)cccn12	-17%	-1	-12%	-2%	0.3	-11%	2%[57.1 µM]	-8%
CN(C)c1nc(N)c2ncc(=S)[nH]c2n1	15%	?	10%	2%	2.3	4.7µM*	-36%	3%
COc1cc(C2NC(=O)NC(C)=C2[N+](=O)[O-])cc(OC)c1OC (stereo not given)	13%	2	-11%	-3%	-1.2	-18%	0%	11%
Cc1c(CCO)c(=O)[nH]n1S(=O)(=O)c1ccc(F)cc1	10%	1	-25%	14%	0.6	2%	9%	3%
CC(O)CC(C(=O)NNc1ccccc1)C(=O)NNc1ccccc1 (stereo not given)	-15%	-4	-9%	-12%	4.1	-8%	3%	7%
CC(C)C1Cc2c(sc3ncnc(NN)c23)CO1 (stereo not given)	-18%	-4	37%	-1%	-4.8	-1%	16%	4%
COCCCNC(=O)Cn1ccc(NC(=O)OCc2ccccc2)nc1=O	10%	3	-28%	-16%	0.4	-2%	-4%	-4%

More structures.
SMILES	Abeta yeast res	PI5P4Ka inh	FUS yeast rescue	EPAC1 agonist	IL-2 act	PLK1 PBD inh	WRN inhibitor	EPAC1 antagonist
Cc1ccc(-c2nnn(CC(=O)N(c3ccccc3)C(C(=O)NC(C)(C)C)c3cccs3)n2)o1 (stereo not given)	4%	1	23%	-1%	-0.8	-17%	-2%[57.1 µM]	0%
CCOC(=O)N1CCC(NC(=O)c2cc(COc3ccc(F)cc3Cl)on2)CC1	11%	7	.	-1%	-2.7	2%	-25%	8%
CC(c1nnc(SCC(=O)c2c(N)n(C)c(=O)n(C)c2=O)n1-c1ccc(Cl)cc1)N(C)C (stereo not given)	11%	.	-4%	-3%	-3.9	1%	1%[57.1 µM]	20%
CCc1ccc(-c2nc(CS(=O)CC(=O)NCc3ccc4c(c3)OCO4)c(C)o2)cc1 (stereo not given)	4%	-9	15%	1%	1.0	?	-4%	12%
CCCCCN(C(=O)CSc1n[nH]c(-c2ccc(C)cc2)n1)c1c(N)n(CCCC)c(=O)[nH]c1=O	-5%	1	?	-6%	-0.6	-8%	-27%	3%
COc1cc(/C=N\NC(=O)Cn2nnc3ccccc32)cc(OC)c1OC	-3%	1	2%	-1%	-0.2	0%	-17%	-5%
CCCOc1ccc(N2CC(C(=O)Nc3ccc4c(c3)OCO4)CC2=O)cc1 (stereo not given)	5%	-5	-22%	1%	1.1	-4%	-31%	-30%
Cn1nnnc1SCC(=O)Nc1cc(C(C)(C)C)nn1-c1ccccc1	20%	0	6%	0%	4.0	-6%	2%	-14%
O=c1[nH]c(CN2CCCCC2)ccc1O	-18%	-7	-1%	-5%	-1.1	-24%	-3%	1%
COC(=O)CC(c1ccc(C#N)cc1)n1c(C)ccc1C (stereo not given)	-2%	5	18%	-8%	4.0	9%	-11%[57.1 µM]	6%
COc1ccccc1OCC(=O)N/N=C1/C=C(C)CC1	-5%	-2	-30%	1%	-4.0	-5%	11%	-15%
CCCOc1ccc(C2CC(=O)NC2=O)cc1 (stereo not given)	-17%	-11	-5%	2%	-1.5	21µM*	13%	14%
COc1cc(/C=C(\NC(C)=O)C(=O)Nc2ccccc2C)ccc1OC(C)=O	-1%	3	10%	-6%	2.3	3%	?	13%
O=C(CSc1nc2cc(Cl)ccc2o1)N1CCOCC1	-22%	-7	-6%	14%	-2.7	-15%	-24%[57.1 µM]	12%
CC(C)c1ccc(-n2c(-c3ccccc3)c[n+]3c2CCc2ccccc2-3)cc1	-18%	-5	9%	-7%	-0.7	-7%	12%	2%
Cc1cc(Cl)ccc1OCCCC(=O)NCCCn1ccnc1	-4%	-1	-33%	-3%	0.7	2%	11%	-9%
CC(NC(=O)COC(=O)Cc1ccc(-c2ccccc2)cc1)c1ccccc1 (stereo not given)	23%	3	30%	7%	-0.6	2%	-5%	-11%
c1ccc(OCCSc2nc3ccccc3o2)cc1	4%	.	-11%	20%	-0.3	-15%	-9%	0%
C=CCOc1cccc(NC(=O)c2ccccc2SC)c1	14%	-3	1%	4%	-4.8	27µM*	1%	-16%
CCn1cc(C(=O)NCCCN(CC(C)C)CC(C)C)c(=O)c2cc(S(=O)(=O)N3CCOCC3)ccc21	-1%	1	-11%	-15%	-2.3	-5%	2%	4%
Cc1cc2nc(-c3ccc[nH]c3=O)n(Cc3ccc(F)cc3)c2cc1C	7%	1	15%	-3%	2.0	-1%	-7%	-10%
Cc1ccc(NC(=O)C2C3C=CC4(O3)C2C(=O)N(CCCN2CCCC2)C4C(=O)NC2CCCCC2)cc1Cl (stereo not given)	7%	0	23%	-1%	3.2	1%	-2%	12%
CN(CCCNC(=O)C1CCC(CNS(=O)(=O)c2ccccc2)CC1)Cc1ccccc1 (stereo not given)	-5%	3	-14%	5%	1.4	1%	-2%	-6%
CCn1c(C)c(C)c2cc(C(=O)NCCCN3CCCCC3)ccc21	-1%&-9%	3	-2%&11%	-1%	0.5	-1%	-2%	-20%
CC(NC(=O)c1ccco1)C12CC3CC(CC(C3)C1)C2 (stereo not given)	15%	-6	-6%	1%	0.6	-8%	5%	-9%

The listing continues:
SMILES	Abeta yeast res	PI5P4Ka inh	FUS yeast rescue	EPAC1 agonist	IL-2 act	PLK1 PBD inh	WRN inhibitor	EPAC1 antagonist
CCc1c(C)sc(NC(=O)c2ccco2)c1C(=O)N1CCOCC1	-3%	.	51%	6%	-2.2	?	-2%	-13%
C=CCn1c(-c2cccc([N+](=O)[O-])c2)n[nH]c1=S	9%	5	2%	-11%	-3.7	-17%	-4%	4%
CCC(CC)=NNc1ccc([N+](=O)[O-])cc1[N+](=O)[O-]	-5%	3	8%	1%	-1.7	-17%	-3%	-21%
CN=c1oc2ccc(Cl)cc2cc1C(N)=O	-3%	-5	-38%	6%	-1.3	0%	2%	-3%
COC(=O)C1(Cc2cc(-c3ccccc3)no2)CCN(C(=O)OC(C)(C)C)CC1	-7%	7	?	-8%	-0.4	-2%	-7%	-28%
c1cnc(Oc2ccc(-c3nnco3)cc2)cn1	-4%	.	34%	1%	-2.2	-5%	0%	17%
COc1ccc(NC(=O)c2ccc3c(=O)n(Cc4ccco4)c(=S)[nH]c3c2)c(OC)c1	-13%	-16	5%	1%	-2.6	-12%	-6%	12%
COc1cccc(C(=O)Nc2ccc(-n3nncc3C(C)(C)C)cc2)c1	-7%	-9	24%	2%	-2.3	-2%	-4%	-19%
Cc1ccc(-c2ncns2)cc1	-10%	-6	15%	0%	1.2	?	-20%	-15%
Cn1c(=O)c2[nH]c(N3CCN(c4ccccc4)CC3)nc2n(C)c1=O	3%	-1	-24%	0%	0.0	-5%	-5%	-6%
CCN1CCCC1CNC(=O)Cn1nc(C)n2c(cc3cc(F)ccc32)c1=O (stereo not given)	9%	9	12%	10%	1.2	-5%	5%	2%
CC(=O)NCCNc1nc2cc(-c3ccccc3C)sc2c(=O)n1C	0%	-4	14%	-8%	-0.4	0%	2%	-10%
Cc1noc(NS(=O)(=O)c2ccc(NC(=O)CSc3n[nH]c(-c4ccccc4)n3)cc2)c1C	7%	0	5%	-2%	-0.4	1%	-20%	7%

Compound profiles (already shown). Screens in order: Abeta yeast res, PI5P4Ka inh, FUS yeast rescue, EPAC1 agonist, IL-2 act, PLK1 PBD inh, WRN inhibitor, EPAC1 antagonist
`COCCCNC(=O)Cn1ccc(NC(=O)OCc2ccccc2)nc1=O` is entered as 10%, 3, -28%, -16%, 0.4, -2%, -4%, -4%
`Cn1c(=O)c2[nH]c(N3CCN(c4ccccc4)CC3)nc2n(C)c1=O` is entered as 3%, -1, -24%, 0%, 0.0, -5%, -5%, -6%
`CCn1cc(C(=O)NCCCN(CC(C)C)CC(C)C)c(=O)c2cc(S(=O)(=O)N3CCOCC3)ccc21` is entered as -1%, 1, -11%, -15%, -2.3, -5%, 2%, 4%

Screens deposited in PubChem by National Center for Advancing Translational Sciences (NCATS).
